Assay outcomes from PubChem.
G9a inh: qHTS Assay for Inhibitors of Histone Lysine Methyltransferase G9a; AID 504332, 2011; hit rate 8.8% among 350,000; G9a H3K9 monomethylation, AlphaScreen, 2 h; Potency, µM (titrated, usually from 102 µM), for inactives: top-dose activity, negative = inhibition, actives largely listed as inhibitors; further: on the % scale 0 is the no-effect control and ±100 the full control effect; nearly all actives have a fitted effect of over 75% in size
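Signal arises when biotinylated H3K9 peptide, once monomethylated, bridges streptavidin donor and antibody-captured acceptor beads. Enzyme at 20 nM was preincubated 15 min with test compounds; peptide 500 nM and SAM 20 uM then reacted for 2 h.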
POLB inh: qHTS Assay for Inhibitors of DNA Polymerase Beta; P06746; hit rate 1.3% among 340,000; Pol beta primer extension/strand displacement, fluorescence kinetic; Potency, µM (top dose mostly 114 µM), inactives show at the top dose activity change, negative = inhibition, most hits filed as inhibitors; further: on the % scale 0 is the no-effect control and ±100 the full control effect
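10 nM enzyme + cpd, 15 min RT; start with substrate 50 nM final; read 0 min and after 10 min RT. Corrected, normalized data; 4-parameter Hill curve fit.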
Pol iota inh: qHTS for Inhibitors of Polymerase Iota; Pol iota fluorescent replication assay, 10 min; Potency, µM (top dose mostly 115 µM), for the others: top-dose activity, negative = inhibition, usual class: inhibitors; hit rate 1% among 390,000; DNA polymerase iota (Homo sapiens), Q9UNA4
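Pol iota at 10 nM preincubated 15 min with compounds at room temperature; reaction started with fluorescent substrate, 50 nM final. Fluorescence read kinetically at 0 and 10 min; buffer-only wells as negative control.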
APEX1 inh: qHTS Assay for Inhibitors of the Human Apurinic/apyrimidinic Endonuclease 1 (APE1) | Potency, µM (top dose mostly 65.8 µM), for inactives: top-dose activity change, negative = inhibition, most hits filed as inhibitors | hit rate 0.35% among 350,000 | recombinant APE1, TAMRA/BHQ-2 abasic DNA cleavage fluorescence;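 further: plate controls were vehicle for no effect and reference inhibitor for full effect; nearly all actives have a fitted effect of over 55% in size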
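Incision of a quenched TAMRA/BHQ-2 THF abasic-site duplex (50 nM) by 0.75 nM APE1, after 15 min compound preincubation, measured as fluorescence increase over three 60 s reads. Values normalized to buffer, DMSO and NSC13755 control wells.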
Pol kappa inh: qHTS for Inhibitors of Polymerase Kappa; purified Pol kappa, fluorescent DNA synthesis assay, 10 min; AID 588579, 2011; hit rate 0.53% among 400,000; Potency, µM (highest dose often 107 µM), inactives show top-dose activity, negative = inhibition, hits mostly inhibitors; DNA polymerase kappa (Homo sapiens), Q9UBT6; further: on the % scale 0 is the no-effect control and ±100 the full control effect
Target sequence (Q9UBT6 whole entry, looked up): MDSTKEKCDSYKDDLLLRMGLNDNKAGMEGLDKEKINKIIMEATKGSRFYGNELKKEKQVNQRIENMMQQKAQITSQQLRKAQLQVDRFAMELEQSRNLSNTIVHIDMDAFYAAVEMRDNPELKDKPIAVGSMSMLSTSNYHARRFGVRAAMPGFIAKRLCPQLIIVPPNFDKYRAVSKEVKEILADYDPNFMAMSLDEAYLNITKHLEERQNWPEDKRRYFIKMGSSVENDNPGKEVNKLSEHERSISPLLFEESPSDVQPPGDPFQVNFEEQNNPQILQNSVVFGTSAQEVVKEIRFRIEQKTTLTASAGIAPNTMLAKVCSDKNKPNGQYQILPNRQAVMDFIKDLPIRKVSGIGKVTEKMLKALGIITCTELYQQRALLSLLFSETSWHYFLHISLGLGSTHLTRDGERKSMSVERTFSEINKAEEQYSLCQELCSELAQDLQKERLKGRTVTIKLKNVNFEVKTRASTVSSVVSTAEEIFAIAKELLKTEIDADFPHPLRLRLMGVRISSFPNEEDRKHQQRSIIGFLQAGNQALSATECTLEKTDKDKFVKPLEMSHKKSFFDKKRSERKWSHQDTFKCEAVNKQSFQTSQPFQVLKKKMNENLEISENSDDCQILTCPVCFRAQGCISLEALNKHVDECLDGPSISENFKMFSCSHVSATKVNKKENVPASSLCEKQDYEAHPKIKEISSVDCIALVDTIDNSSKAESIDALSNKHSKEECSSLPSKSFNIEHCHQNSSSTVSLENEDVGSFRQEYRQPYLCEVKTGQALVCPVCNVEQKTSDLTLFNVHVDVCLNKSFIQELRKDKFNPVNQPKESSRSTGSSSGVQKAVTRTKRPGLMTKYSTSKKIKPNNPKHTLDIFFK
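Kinetic fluorescence screen: compound preincubated 15 min RT with 10 nM enzyme; 50 nM substrate (final) initiates; reads at 0/10 min.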
BAZ2B block: qHTS Assay for Inhibitors of BAZ2B | Potency, µM (series often up to 114 µM), without a hit: at the highest dose activity change, negative = inhibition, hits mostly inhibitors | AID 504333, 2011 | Bromodomain adjacent to zinc finger domain protein 2B (Homo sapiens), Q9UIF8 | AlphaScreen BAZ2B-H3K14Ac peptide displacement | hit rate 4.4% among 360,000; further: on the % scale 0 is the no-effect control and ±100 the full control effect; nearly all actives have a fitted effect of over 60% in size
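BAZ2B 50 nM plus b-H3(5-23)K14Ac 50 nM, PBS pH 7.4/0.01% Tween-20, 30 min RT; compound added (max 110 uM), 30 min RT; streptavidin donor/Ni-chelate acceptor beads 10 ug/mL final, 20 min dark; AlphaScreen read.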
BLM inh: qHTS Assay for Inhibitors of Bloom's syndrome helicase (BLM); RecQ-like DNA helicase BLM (Homo sapiens), P54132; recombinant BLM DNA unwinding, fluorescence dequenching; Potency, µM (titrated, usually from 56.1 µM), for inactives: top-dose activity change, negative = inhibition, actives largely listed as inhibitors; hit rate 0.2% among 350,000; AID 2528, 2010;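 further: plate controls were vehicle for no effect and no enzyme for full effect; nearly all actives have a fitted effect of over 35% in size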
JMJD2A Tudor inh: qHTS Assay for Inhibitors of JMJD2A-Tudor Domain; Lysine-specific demethylase 4A (Homo sapiens), O75164; AlphaScreen JMJD2A-Tudor / H3K4me3 peptide binding; Potency, µM (highest dose often 114 µM), for inactives: top-dose activity change, negative = inhibition, actives largely listed as inhibitors; hit rate 4.4% among 390,000; further: on the % scale 0 is the no-effect control and ±100 the full control effect; nearly all actives have a fitted effect of over 50% in size
Pol eta inh: qHTS for Inhibitors of Polymerase Eta; DNA polymerase eta (Homo sapiens), Q9Y253; recombinant Pol eta, fluorescent DNA replication assay; Potency, µM (doses to about 114 µM), without a hit: at the top dose activity change, negative = inhibition, most hits filed as inhibitors; hit rate 1.2% among 390,000; AID 588591, 2011; further: on the % scale 0 is the no-effect control and ±100 the full control effect
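Fluorescent replication assay: 50 nM final substrate added after a 15 min room-temperature compound preincubation with 10 nM enzyme. Signal taken at 0 min and again at 10 min.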
Active calls of the source: *; u = inconclusive; x = not tested or not shown; & = joins results of further samples; ! = repeats disagree; [ ] = another dose, or the depositor's remark. The call rests on the fitted dose curve; in most records, active means well fitted curve in the direction sought with a large enough effect; inconclusive means small, poorly fitted or top-dose-only effect, or another doubt; inactive means no such curve, though single readings can be large; an effect the other way counts as inactive or inconclusive. Potency means the concentration at half of the fitted maximal effect.

SMILES | G9a inh | POLB inh | Pol iota inh | APEX1 inh | Pol kappa inh | BAZ2B block | BLM inh | JMJD2A Tudor inh | Pol eta inh
CC(=O)c1ccc(OCC(=O)NC2CCCN(Cc3ccccc3F)C2)cc1 (stereo not given) | 3%[12.7 µM] | 32% | -12% | 27% | -7% | 3% | 1% | 9% | 0%
CCc1cccc(NC(=O)Cn2c(=O)n(Cc3ccccc3)c(=O)c3c2c2cc(OC)ccc2n3C)c1 | -8%[59 µM] | 39% | 13% | x | -4% | -15% | -1% | -9% | -10%
CCOC(=O)c1c(C)[nH]c(C)c1S(=O)(=O)N1CCCC(C(=O)N2CCN(c3ccccc3)CC2)C1 (stereo not given) | 1%[59 µM] | -17% | 17% | x | 0%[60.1 µM] | u | -3% | -29% | -17%
Oc1ccc(-c2cnns2)c(O)c1 | 7.1µM* | 29% | 6% | -2% | -11% | -24% | 1% | 0.79µM* | -14%
CCc1sc(C(=O)Nc2ccsc2C(=O)OC)cc1Br | 32%[activator] | 13% | 10% | 2% | -10% | 162%[activator] | 5% | 46%[activator] | -11%
COc1cccc(CCC2C(=O)CCCC2=O)c1 | x | x | u | x | -41% | x | x | -19% | -17%
CCC(=O)c1c(NC(C)C)cc(C)oc1=O | 7% | 8% | 141%[activator] | u | -14% | 1% | -13% | -5% | -10%
Cc1ccccc1Nc1cc2ccccc2c(=O)[nH]1 | u | -12% | u | -8% | -11% | -35% | 28µM* | 45µM*! | 11µM*
CCn1ccc2cc(S(=O)(=O)N3CCC(C(=O)NCc4ccc(OC)cc4)CC3)ccc21 | 2%[59 µM] | 1% | 7% | x | -16%[60.1 µM] | -6% | -4% | -19% | -22%
O=C(CN1CCc2ccccc21)NC(=O)NCc1ccccc1 | 32µM* | 6% | 29% | 13% | -12% | x | 2% | -9%[11.4 µM] | -14%
CCOC(=O)CNc1nc(C#N)nc(N2CCOCC2)n1 | 0% | 42% | 33%&-16% | -2% | -4%&-12% | 3% | -2% | -8% | -15%
Cc1ccc(CN(Cc2ccco2)C(=S)Nc2ccccc2C)cc1 | -1% | 1% | -17% | 3% | -12% | -8% | -11% | -7% | -25%
Cn1c(=O)oc2cc(S(=O)(=O)NCCC(=O)NCCc3ccc(Cl)cc3)ccc21 | -14%[59 µM] | -14% | -16% | -2% | -2% | 8% | -1% | -1% | -14%
COc1ccc(Cn2cc(C(=O)c3ccc(F)cc3)c(=O)c3cc4c(cc32)OCCO4)cc1 | -45%[59 µM] | -1% | -5% | x | -8% | u | -9% | -21% | 3%
CCNC(=O)NC(=O)COC(=O)c1cccc(NS(=O)(=O)/C=C/c2ccccc2)c1 | -6%[59 µM] | 13% | 9% | -7% | -5% | u | -5% | -18% | -13%

Given in markdown: part of the list above
| compound | G9a inh | POLB inh | Pol iota inh | APEX1 inh | Pol kappa inh | BAZ2B block | BLM inh | JMJD2A Tudor inh | Pol eta inh |
| --- | --- | --- | --- | --- | --- | --- | --- | --- | --- |
| CC(=O)c1ccc(OCC(=O)NC2CCCN(Cc3ccccc3F)C2)cc1 (stereo not given) | 3%[12.7 µM] | 32% | -12% | 27% | -7% | 3% | 1% | 9% | 0% |
| CCc1cccc(NC(=O)Cn2c(=O)n(Cc3ccccc3)c(=O)c3c2c2cc(OC)ccc2n3C)c1 | -8%[59 µM] | 39% | 13% | x | -4% | -15% | -1% | -9% | -10% |
| CCOC(=O)c1c(C)[nH]c(C)c1S(=O)(=O)N1CCCC(C(=O)N2CCN(c3ccccc3)CC2)C1 (stereo not given) | 1%[59 µM] | -17% | 17% | x | 0%[60.1 µM] | u | -3% | -29% | -17% |
| Oc1ccc(-c2cnns2)c(O)c1 | 7.1µM* | 29% | 6% | -2% | -11% | -24% | 1% | 0.79µM* | -14% |

Next part:
SMILES | G9a inh | POLB inh | Pol iota inh | APEX1 inh | Pol kappa inh | BAZ2B block | BLM inh | JMJD2A Tudor inh | Pol eta inh
CN(CC(=O)Nc1ccccc1C(F)(F)F)C(=O)c1cc(-c2cccs2)nn1-c1ccccc1 | -5%[0.501 µM] | x | 16% | 8% | -7% | 6% | x | -22% | -15%
O=c1[nH]c(CN2CCOCC2)nc2scc(-c3ccccc3)c12 | -4% | -13% | 164%[activator] | -8% | -4% | -14% | -10% | -20% | -18%
O=C(c1ccccc1)c1nn(-c2ccc(Cl)cc2)cc1C(=O)c1cc2ccccc2oc1=O | u | -20% | 5% | -4% | -11% | -4% | 1% | -31% | -9%
COc1ccc(N2CC(C(=O)OCC(=O)Nc3cc(C)on3)CC2=O)cc1 (stereo not given) | 4% | -27% | u | 35% | -9% | -17% | -1% | 1% | -8%
Cc1cccc(Nc2nnc(-c3ccc(C)c(S(=O)(=O)N4CCN(C)CC4)c3)c3ccccc23)c1 | 18µM* | 1% | 53%[activator] | x | -11% | u | -18% | -33% | -8%
COc1ccccc1OCCSc1nc2ccccc2c(=O)[nH]1 | -9%[12.7 µM] | -1% | 18% | -1% | 0% | 5% | -3% | -21% | -6%
COc1cc(NC(=O)c2cc3c(=O)n(Cc4ccco4)ccc3nc2C)cc(OC)c1OC | 0%[59 µM] | 15% | 13% | x | 7% | 0% | 2% | -11% | 0%
O=C(c1ccco1)N1CCC[C@@]2(CCN(c3ccccn3)C2)C1 | -13%[12.7 µM] | x | x | 0% | -4%[60.1 µM] | x | 2% | x | x
CCc1ccccc1NC(=O)c1noc(C(C)C)c1[N+](=O)[O-] | -37% | 25% | 26% | 13% | -5% | 8% | 3% | -10% | -29%
COc1ccc(/C=C2\SC(=S)N(CCC(=O)Nc3ccc(C(=O)O)cc3)C2=O)cc1OC | -37% | u | 107%[activator] | -31% | -9% | -22% | -5% | u | 32µM*
Cc1ccc(NC(=O)[C@H](NC(=O)[C@@H]2Cc3ccccc3CN2)c2ccccc2)cc1 | x | 11% | 0% | -16% | -6% | u | -3% | -26% | -3%
O=C(Nc1ccc(F)cc1)c1cn(-c2ccccc2)nc1-c1ccncc1 | 10%[59 µM] | -13% | 3% | -2% | 3% | -1% | 0% | -20% | -8%
O=C(NCCO)c1cc2c([nH]c3ccccc32)c(-c2ccccc2)n1 | 35%[0.501 µM] | 2% | 97%[activator] | -11% | 3% | -29% | -3% | 5% | -10%
COC(=O)c1ccc(C#Cc2ccccc2)o1 | x | 7% | -15% | 22% | -5% | 50%[activator] | -10% | 94%[activator] | -2%
O=C(COc1ccccc1)Nc1cccc(-c2cn3cccnc3n2)c1 | 11%[59 µM] | u | u | 5% | -22% | -5%&1% | -12%&0% | -6%&-11% | 4%&-3%
N/C(CN1CCCC1=O)=N\O | 13%[59 µM] | 13% | 5% | 2% | -2% | 6% | 0% | -20% | 9%
CSc1sc(C(=O)O)c2c1C(=O)CC(C)(C)C2 | x | x | 16% | x | -16% | x | x | -15% | -14%
CC(C)=CC(=O)Nc1cccc(S(=O)(=O)NC2=NCCCCC2)c1 | x | x | 33%[activator] | -7% | 7% | x | x | -8% | -18%
O=C(COc1ccc(/C=C\[N+](=O)[O-])cc1)N1CCOCC1 | 10µM* | -24% | 32µM* | u | -20% | -12% | 0% | -26% | 32µM*
COC(=O)C1=C(C)N(Cc2ccccc2)C(=NCc2ccccc2)N[C@H]1c1cccc(C(F)(F)F)c1 | x | x | 6% | -15% | -4% | x | x | -22% | -20%
COc1ccccc1N1CCN(C(=O)CSc2nc3ccccc3nc2Cc2ccc(C)cc2)CC1 | 18%[59 µM] | 19% | -1% | x | -4%[60.1 µM] | -7% | -10% | -30% | -21%
CC(=O)N(c1ccc2oc(=O)sc2c1)S(=O)(=O)c1ccc(C)cc1 | 25µM* | -1% | u | 80% | -7% | -27% | -2% | -16% | -4%
Cc1ccc(Nc2nnc(SCC(=O)Nc3cccnc3Cl)s2)cc1C | -15%[59 µM] | 17% | 10% | -7% | -8% | -12% | -8% | -28% | -15%
CC1(OC(=O)C2CCCC2)C(=O)C=C2C=C(c3ccc(C#N)cc3)OC=C2C1=O (stereo not given) | x | x | u | 4% | u | x | 3% | u | 20µM*
COCCCNC(=S)NNC(=S)NCCCOC | 8.9µM* | 1% | -4% | 6% | -11% | -17% | 1% | 13µM* | -13%
O=C(O)CCC(=O)c1ccc2ccc3cccc4ccc1c2c34 | 16%[2.33 µM] | u | x | -9% | x | -2% | -7% | x | x
CCC(C)NC(=S)N1CCN(C(c2ccccc2)c2ccccc2)CC1 (stereo not given) | -5% | u | 6% | -5% | -8% | -7% | -9% | -1% | u
CC(C)N1CCN(Cc2ccncc2)CC1CCO (stereo not given) | x | 58% | 5% | u | -12% | -2% | -1% | -13% | -13%
O=C(Cn1c(C(=O)NCC2CCCO2)cc2sccc21)c1ccccc1 (stereo not given) | -12%[59 µM] | u | -2% | -1% | -6% | 8% | -2% | -25% | -14%
CCOc1cccc(CNC(=O)c2ccc(N3CCCC3)c(NC(=O)NCc3ccccc3)c2)c1 | 9%[59 µM] | 3% | 21% | x | -12%[60.1 µM] | -4% | -1% | -24% | -18%
O=C(CC1C(=O)N(c2ccccc2)C(=S)N1c1ccccc1)c1ccccc1 (stereo not given) | 4% | -24% | u | -7% | -31% | -2% | -6% | -25% | -6%
COc1cc2c(-c3cc(F)cc(F)c3)c(-c3ccsc3)oc(=O)c2cc1OC | 1%[0.501 µM] | x | 34%[activator] | -6% | -13% | -4% | x | -16% | -17%
CCc1ccc(N(C(=O)c2snc(C(N)=O)c2N)C(C(=O)NCC2CCCO2)c2ccco2)cc1 (stereo not given) | 1% | -2% | 32%[activator] | -10% | -6% | -8% | -2% | 1% | -10%
O=C(CSc1nccn1Cc1ccc(Cl)cc1)NCc1ccccc1 | -22%[59 µM] | 25% | -12% | x | -1%[60.1 µM] | -25% | -4% | -23% | -7%
CCN(C(=O)COC(=O)c1ccco1)c1cccc2ccccc12 | x | x | 13% | 12% | 1% | x | x | -18% | -2%
O=C(CSc1ccc(-c2ccccc2)nn1)NC1CCCCC1 | x | 29% | 15% | -13% | -10% | -3% | 0% | -5% | -3%

An excerpt. The share of hits here may be higher or lower than overall.
